M5 PAM: CHRM5 positive allosteric modulation. P08912. CHO-K1 hM5, Fluo-8 calcium, ACh EC20 PAM; 0% = ACh EC20, 100% = ACh EC100. activation, % at 3 µM. 360,000 tested, 0.3% active;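 active = activation above the run cutoff, the mean activation of all test compounds plus 3 SD, cut at about 18% in these data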
Target sequence (P08912 whole entry, looked up): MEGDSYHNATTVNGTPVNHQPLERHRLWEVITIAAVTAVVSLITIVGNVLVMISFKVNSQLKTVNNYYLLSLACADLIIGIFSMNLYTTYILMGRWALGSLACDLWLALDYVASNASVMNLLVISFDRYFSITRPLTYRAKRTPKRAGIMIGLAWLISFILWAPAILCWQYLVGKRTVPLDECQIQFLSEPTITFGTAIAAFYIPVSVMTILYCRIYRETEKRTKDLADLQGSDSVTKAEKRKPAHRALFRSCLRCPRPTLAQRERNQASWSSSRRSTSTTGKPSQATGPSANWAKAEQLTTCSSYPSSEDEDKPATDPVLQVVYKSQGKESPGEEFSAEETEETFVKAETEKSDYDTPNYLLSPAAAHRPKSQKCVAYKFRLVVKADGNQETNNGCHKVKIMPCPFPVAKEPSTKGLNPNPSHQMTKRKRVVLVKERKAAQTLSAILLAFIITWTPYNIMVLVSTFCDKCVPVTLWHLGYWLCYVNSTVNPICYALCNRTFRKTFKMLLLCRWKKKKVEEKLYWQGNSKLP
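system = human M5 receptor in CHO-K1 cells | compound = one concentration, 3 µM final (nominal) | schedule = Post-acetylcholine fluorescence recording 140 s | signal = Fluo-8 calcium dye fluorescence, kinetic read | benchmarks = low control EC20 acetylcholine (0%), high control EC100 acetylcholine (100%) | repeats = singlicate, one well per test compound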
CHRM4 antagonist: CHRM4 antagonism in calcium assay | CHO-hM4 cells, ACh EC80, Fluo-8 calcium fluorescence | P08173 | 360,000 tested, 0.73% active | inhibition, % at 3 µM;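 active = inhibition above its plate's cutoff, the mean inhibition of sample wells plus 3 SD, cut at about 27% in these data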;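 note: 0% = acetylcholine EC80 with DMSO and 100% = DMSO without agonist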
Target sequence (P08173 whole entry, looked up): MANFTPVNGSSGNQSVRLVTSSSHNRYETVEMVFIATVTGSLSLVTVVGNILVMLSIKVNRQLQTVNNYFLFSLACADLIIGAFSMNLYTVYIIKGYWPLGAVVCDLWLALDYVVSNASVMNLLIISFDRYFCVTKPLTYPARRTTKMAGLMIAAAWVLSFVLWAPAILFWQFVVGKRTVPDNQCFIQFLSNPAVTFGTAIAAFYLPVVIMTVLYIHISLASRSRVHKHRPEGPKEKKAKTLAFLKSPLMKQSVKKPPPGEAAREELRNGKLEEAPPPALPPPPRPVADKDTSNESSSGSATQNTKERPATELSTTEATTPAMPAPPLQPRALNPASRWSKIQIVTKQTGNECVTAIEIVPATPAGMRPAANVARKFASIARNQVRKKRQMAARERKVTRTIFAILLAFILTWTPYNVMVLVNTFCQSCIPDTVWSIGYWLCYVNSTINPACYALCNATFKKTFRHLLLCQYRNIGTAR
CHRM4 agonist: agonists of human muscarinic M4 receptor (CHRM4); P08173; CHO-K1 hM4/Gqi5, Fluo-8 calcium fluorescence; vehicle 0%, full acetylcholine response 100%; activation, % at 3 µM; 360,000 tested, 0.14% active; AID 624127;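 active = activation above the run mean over all test wells plus 3 SD, cut at about 32% in these data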;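 note: peak over basal fluorescence ratio per well then scaled between controls; 0% = DMSO wells and 100% = acetylcholine at EC100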
CRFBP-R2 agonist: CRF-BP/CRF-R2 complex agonism. activation, % at 13.2 µM. 350,000 tested, 0.46% active. HEK293 CRF-R2/CRF-BP, calcium dye fluorescence (FLIPR); percent of saturating CRF peptide response. AID 588473;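 active = activation of at least 50%, plus an integration ratio under a set limit after plate pattern correction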;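 note: plate controls were neutral control wells without compound for no effect and CRF at EC100 for full effect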
CHRM5 agonist: agonists of human muscarinic M5 receptor (CHRM5); CHO-K1 hM5 cells, Fluo-8 calcium fluorescence; 0% DMSO wells, 100% maximal acetylcholine response; activation, % at 3 µM; 360,000 tested, 0.19% active; AID 624037;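 active = activation above the run's mean over test compounds plus 3 SD, cut at about 23% in these data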;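 note: signal is peak over basal fluorescence ratio across the kinetic read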
CHRM4 PAM: potentiates acetylcholine response at human M4 receptor. 360,000 tested, 0.4% active. activation, % at 3 µM. P08173. CHO-K1 hM4/Gqi5, Fluo-8 calcium fluorescence, ACh EC20; 0% = ACh EC20, 100% = maximal ACh;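 active = activation above its plate's cutoff, the mean activation of sample wells plus 3 SD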; note: some results filed as inactive read as strong as hits
M5 antag: blocks acetylcholine activation of human M5 receptor. 360,000 tested, 0.59% active. inhibition, % at 3 µM. CHO-hM5 cells, Fluo-8 calcium fluorescence, ACh EC80. P08912;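 active = inhibition above a per-plate cutoff, the mean of that plate's test compounds plus 3 SD, cut at about 27% in these data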;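 note: 0% = acetylcholine EC80 with DMSO and 100% = DMSO without agonist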
CRFR2-BP antag: CRF-BP/CRF-R2 complex antagonism; 350,000 tested, 0.59% active; HEK293 CRF-R2/CRF-BP, CRF-induced calcium fluorescence; inhibition, % at 11.8 µM;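 active = inhibition of the ligand-induced calcium signal above about 50% at the single tested concentration, limit read from the data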
IDE inh: inhibitors of human insulin-degrading enzyme in cells; inhibition, % at 5.59 µM; 320,000 tested, 0.41% active; AID 434962; P14735; HEK cells, FAbetaB cleavage, fluorescence polarization;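 active = percent inhibition above the average of all tested compounds plus 3 SD, set per screening campaign, cut at about 16% in these data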;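 note: IDE supplied by intact live HEK cells; FP after avidin binding of uncleaved biotin substrate so inhibition keeps polarization high; 0% = DMSO wells and 100% = 60 µM reference IDE inhibitor Ii1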
An asterisk follows results filed as active; . = no result given. Outcome played no part in choosing rows; overall some 2.9% were active at least once.

SMILES	M5 PAM	CHRM4 antagonist	CHRM4 agonist	CRFBP-R2 agonist	CHRM5 agonist	CHRM4 PAM	M5 antag	CRFR2-BP antag	IDE inh
CC[C@H](C)Cc1cn([C@@H](CCCCN)C(=O)NCCCCCCCCCCC(=O)N2CCNCC2)nn1	7	-5	0	-0.3	-10	3	3	3	1
O=C(c1cccc([N+](=O)[O-])c1)N1CCOCC1	7	-10	1	0.2	-3	1	-6	5	-5
Cc1nn(C(C)C(=O)NCCCc2ccccc2)c(=O)c2cc3occc3n12 (configuration not stated)	15	-6	1	-6.5	-17	3	0	2	5
COC(=O)c1ccc(C)c(NC(=O)c2ccc(CN3CCc4ccccc4C3)cc2)c1	-1	-5	0	-3.5	-8	-1	1	-17	3
Cc1cc(C)cc(NC(=O)CCn2ccnc2)c1	1	-24	1	-0.4	-6	3	3	-9	-5
CCOCCCn1c(=S)[nH]c2cc(C(=O)NCCc3ccc(OC)c(OC)c3)ccc2c1=O	-7	-8	1	-2.5	-3	-2	6	25	0
CC(C)(C)NC(=O)C(c1ccncc1)N(C(=O)Cn1nnc(-c2ccc(F)cc2)n1)c1ccccc1F (configuration not stated)	-3	2	1	1.5	-1	-1	-2	8	.
COC(=O)NC1CSCC1OC(=O)CN1C(=O)c2ccccc2C1=O (configuration not stated)	5	0	0	0.0	3	2	-2	44	6
CCC(=O)N(C(=O)CC)N1CCN(c2ccncc2S(=O)(=O)N2CCCCC2)CC1	-1	9	5	-0.3	0	-7	3	11	-3
COc1ccc(CC(=O)Nc2oc(-c3ccccc3)c(-c3ccccc3)c2C#N)cc1OC	-12	4	1	-0.4	-4	1	3	22	5
COc1cc(NS(C)(=O)=O)ccc1Nc1c2ccccc2nc2ccccc12	-9	-10	1	-1.6	-1	0	12	4	-6
CCN(C(=O)COC(=O)c1cc(=O)[nH]c2ccccc12)C1CCS(=O)(=O)C1 (configuration not stated)	1	9	1	1.4	0	14	5	-6	0
CCC(C)N(C(=O)Cn1c(=O)cnc2ccccc21)C1CCS(=O)(=O)C1 (configuration not stated)	2	-1	1	-2.0	2	6	6	5	-4
CCOc1ccccc1NS(=O)(=O)c1cccs1	-6	5	0	-0.2	-2	-5	6	5	2
CCCCCc1c(-c2ccccc2OC)ncn1CCc1ccccc1OC	-23	34*	13	.	4	-13	32*	.	.
CC1CCCC(NC(=O)COC(=O)Cc2ccc(Cl)cc2)C1C (configuration not stated)	-5	-7	-1	-7.1	-3	-7	15	24	3
Nc1ccccc1N1CCOCC1	-2	3	0	-0.8	-1	1	-2	-1	0
Cc1nnc(N2CCc3ccccc3C2)[nH]c1=O	0	-19	0	1.9	-5	6	-7	1	-2
CC(=O)N1CCN(C(C(=O)Nc2c(C)cccc2C)c2cccc(F)c2)CC1 (configuration not stated)	4	-10	3	.	2	21	4	.	.
O=C(CC1SC(N2CCCCC2)=NC1=O)Nc1cccc(C(=O)NCc2ccccc2)c1 (configuration not stated)	10	7	-1	2.1	6	-1	6	-11	2
CN(C(=O)c1ccc2ccccc2c1)c1ccccn1	-1	-20	1	-0.1	-6	-1	14	-17	8
Cc1nc2ccc(C(=O)N(C)Cc3ccco3)cn2c1N(C)C(=O)CCc1ccccc1	-2	-7	2	.	-1	4	16	.	.
O=C(CSc1ccccn1)Nc1ccc2c(c1)CCC2	2	2	0	-1.6	-1	-3	0	6	-1
Fc1cccc(Cl)c1CSC1=NCCS1	1	-1	-1	-0.6	-5	4	0	16	1
Cc1ccc2cc(CCNC(=O)c3ccc(Br)o3)c(=O)[nH]c2c1	-7	-3	6	-5.3	-2	2	7	20	2

The results go on:
SMILES	M5 PAM	CHRM4 antagonist	CHRM4 agonist	CRFBP-R2 agonist	CHRM5 agonist	CHRM4 PAM	M5 antag	CRFR2-BP antag	IDE inh
COC(=O)c1sccc1NC(=O)c1cccnc1	-1	11	0	1.9	1	3	0	13	3
O=C(NCc1ccc(Cl)cc1)C1CC(O)CN1S(=O)(=O)c1ccc(Cl)cc1 (configuration not stated)	4	1	2	-0.8	-2	-6	2	14	-2
COc1ccc(C(=O)Nc2scc(-c3ccc(Cl)cc3Cl)c2C(N)=O)cc1	0	-8	1	1.7	-5	-2	-4	-2	2
O=C(Nc1cc(C(F)(F)F)ccc1Cl)C(Sc1cccc[n+]1[O-])c1ccccc1 (configuration not stated)	-3	3	1	160*	4	0	9	-262	0
CCN1CCN(C(=O)CCc2nc3ccccc3c(=O)[nH]2)CC1	7	-8	0	-0.3	-2	7	3	4	4
COc1ccccc1/C=C1\SC(=S)N(C(C(=O)O)c2ccccc2)C1=O (configuration not stated)	-1	-7	-1	-1.4	-6	0	1	6	0
CCOc1ccc(/C=C2\SC(=S)N(CCC(=O)Nc3ccccc3C(=O)O)C2=O)cc1	8	1	1	-3.3	1	5	-7	55*	2
Cc1ccc(S(=O)(=O)c2nc(-c3ccccc3Cl)oc2N(C)C)cc1	-2	-4	0	-0.6	0	4	-2	3	-3
CCOC(=O)C1=C(CS(=O)(=O)c2ccccc2)NC(=O)NC1c1ccccc1 (configuration not stated)	2	-1	2	-1.9	1	-4	-1	-3	5
COc1cc2c(cc1OC)CN(S(C)(=O)=O)CC2	-2	3	0	-0.7	2	-1	6	18	4
Cc1ccc(C)c(OCC(=O)N(C)CC(=O)Nc2ccc(Cl)c(C(F)(F)F)c2)c1	-2	-7	3	3.1	-1	9	18	-13	-4
Cc1nnc(SCC(=O)N(C)c2ccccc2)n1-n1cccc1	0	-5	2	0.7	3	14	5	1	-3
CC(NS(=O)(=O)c1cccc(C(=O)NCc2ccncc2)c1)c1ccccc1 (configuration not stated)	-15	3	0	-1.7	4	0	10	0	-5
CN1CCN(CC(=O)NN2CC(=O)N(c3ccc(F)cc3)CC2=O)CC1	0	-11	0	-0.8	3	-11	6	1	9
COC(=O)C1=C(C(=O)OC)N2C=CC=CC2(C)C(C(=O)OC)=C1C(=O)OC (configuration not stated)	-2	5	3	-1.1	-1	-1	-1	23	1
CCCCNC(=O)C1c2ccccc2OCC(=O)N1CCOC (configuration not stated)	5	2	0	.	1	-3	-1	.	.
CCOc1cc(NS(=O)(=O)c2ccccc2)c(OCC)cc1NC(=O)c1ccco1	-4	-1	2	0.9	-3	5	1	-1	2
O=C(Nc1ccccc1)c1nc[nH]c1C(=O)N1CCc2ccccc2C1	-2	-10	2	0.1	0	9	4	0	-1
Cc1ccc(-n2ncc3c(NCc4ccccn4)ncnc32)c(C)c1	-35	-3	9	-2.7	-2	-5	4	-19	-3
CCn1ncc(Br)c1C(=O)Nc1ccc2c(c1)OCCO2	-1	3	0	0.9	-2	1	6	1	3
COc1ccc(-n2cc(C(=O)O)c3ccccc3c2=O)cc1	-6	0	0	0.5	2	0	7	3	-3
CC1CCCN(C(=O)CNC(=O)c2ccco2)C1 (configuration not stated)	-2	0	0	4.1	-4	3	2	6	5
O=C(/C=C\Nc1ccccn1)c1ccccc1	0	0	2	2.6	-1	-3	5	19	-2
COc1ccc(C2CC(=O)C3=C(C2)Nc2ncnn2C3c2ccccc2C)c(OC)c1 (configuration not stated)	1	18	2	0.2	-3	-2	-2	-21	6
CC1(OC(=O)CCc2ccccc2)C(=O)C=C2C=C(c3ccc(C#N)cc3)N(C(CO)CO)C=C2C1=O (configuration not stated)	3	-4	2	1.7	4	8	1	-2	5

Structures above with a CF3 group:
SMILES	M5 PAM	CHRM4 antagonist	CHRM4 agonist	CRFBP-R2 agonist	CHRM5 agonist	CHRM4 PAM	M5 antag	CRFR2-BP antag	IDE inh
O=C(Nc1cc(C(F)(F)F)ccc1Cl)C(Sc1cccc[n+]1[O-])c1ccccc1 (configuration not stated)	-3	3	1	160*	4	0	9	-262	0
Cc1ccc(C)c(OCC(=O)N(C)CC(=O)Nc2ccc(Cl)c(C(F)(F)F)c2)c1	-2	-7	3	3.1	-1	9	18	-13	-4

3 successive compounds from above, quoted:
SMILES	M5 PAM	CHRM4 antagonist	CHRM4 agonist	CRFBP-R2 agonist	CHRM5 agonist	CHRM4 PAM	M5 antag	CRFR2-BP antag	IDE inh
O=C(/C=C\Nc1ccccn1)c1ccccc1	0	0	2	2.6	-1	-3	5	19	-2
COc1ccc(C2CC(=O)C3=C(C2)Nc2ncnn2C3c2ccccc2C)c(OC)c1 (configuration not stated)	1	18	2	0.2	-3	-2	-2	-21	6
CC1(OC(=O)CCc2ccccc2)C(=O)C=C2C=C(c3ccc(C#N)cc3)N(C(CO)CO)C=C2C1=O (configuration not stated)	3	-4	2	1.7	4	8	1	-2	5

Next section
SMILES	M5 PAM	CHRM4 antagonist	CHRM4 agonist	CRFBP-R2 agonist	CHRM5 agonist	CHRM4 PAM	M5 antag	CRFR2-BP antag	IDE inh
O=c1c(Cc2ccc(Cl)cc2)c(O)ccn1Cc1ccccc1	-7	5	3	1.7	2	0	18	13	2
CN(C(=O)COc1ccc(-c2nnco2)cc1)C1CCS(=O)(=O)C1 (configuration not stated)	7	-10	1	1.6	-1	19	-1	-9	-1
O=C(O)CCCCn1c(SCc2cc(=O)n3cc(Cl)ccc3n2)nc2ccsc2c1=O	-2	-4	0	-1.4	-1	-1	1	-2	0
Cc1ccc(S(=O)(=O)N2CCOCC2)cc1C(=O)OCC(=O)c1ccc[nH]1	-6	9	4	0.7	-3	-4	16	13	-2
Cc1cc(Cl)cc(C)c1OCCCCn1ccnc1	-8	0	6	0.0	0	1	-4	5	-5
CCc1ccc(CN(C)C(=O)C2=CC=CN3CCS(=O)(=O)N=C23)cc1	0	-3	1	0.9	-3	-8	4	0	.
COc1ccccc1OCCSc1nc2ccccc2n1CC(O)CO (configuration not stated)	-1	4	4	-1.2	1	-5	5	11	2
COc1ccc(CN(CC(=O)NC2CCCCC2)C(=O)CCCC(=O)Nc2ccccn2)cc1	-6	-1	1	-0.4	-2	-2	5	-6	-5
Cc1c(Cl)cnc(NC(=O)COC(=O)/C=C/c2ccco2)c1Cl	-8	-4	0	0.5	-2	-1	12	5	.
COc1ccc(C(C)=O)cc1CS(=O)(=O)CC(=O)O	3	6	2	1.0	-4	0	-3	5	-5
O=C(NC1CCCC1)c1ccc(Br)o1	9	-10	0	-2.2	-9	3	-6	3	1
CCc1noc(C)c1C(=O)OCC(=O)Nc1ccccc1SC	-2	-2	0	1.3	3	-1	4	-10	.
COc1cc(NC(=O)C(C)Oc2ccccc2)ccc1NC(=O)COc1ccccc1 (configuration not stated)	-10	1	10	1.4	0	-10	17	-4	1
O=C(CN1C(=O)CCS(=O)(=O)c2ccccc21)NCc1ccc2c(c1)OCO2	-5	14	1	-1.6	-1	8	4	0	1
Cc1cccc(C(=O)N[C@H](C(=O)Nc2nc(C)cs2)C(C)C)c1	-4	-9	1	-1.3	-1	6	17	-11	2
Cc1ccc(Cl)cc1NC(=O)c1ccc(CSc2nnnn2C)cc1	-5	7	2	-2.8	-6	5	5	26	6
O=C(Cn1cnc2ccccc2c1=O)Nc1nnc(C2CC2)s1	-3	4	2	1.1	-1	2	-5	-16	8
O=[N+]([O-])c1cccc(-c2c(-c3ccccc3)ncc3ccc(F)cc23)c1	-3	2	0	-0.1	-6	0	0	3	-1
COc1ccc(OCCN2CCN(S(=O)(=O)c3ccccc3C#N)CC2)cc1	-4	-4	8	8.2	1	8	3	6	.
NS(=O)(=O)c1ccc(CNC(=S)NCc2ccc(Cl)cc2)cc1	3	1	1	-0.5	-1	3	3	-11	0
CN(Cc1ccc(F)cc1)C(=O)c1cccc(S(=O)(=O)N2CCN(Cc3ccccc3)CC2)c1	-12	-4	11	-0.9	0	1	15	8	0
